Compound activity from PubChem BioAssay.
Salmonella PhoP GFP = Inhibition of PhoP regulon, Salmonella typhi GFP reporter cells, confirmation, 4 h (AID 1850) | Salmonella Typhi PhoP-promoter GFP reporter, fluorescence, 4 h; higher % means a stronger effect | inhibition, % at 50 µM; hits with a dose series show IC50 in µM | actives 0.33% (n = 310,000); in the data active = a potency from the dose series; inconclusive = inhibition mostly from about 25% at the one dose, without a potency; inactive = the rest, 99 in 100 with inhibition below about 19%;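 note: 0% = induced wells with vehicle and 100% = uninduced wells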
tuberculosis growth = growth inhibition of non-replicating M. tuberculosis (AID 488890). Mycobacterium tuberculosis non-replicating, growth inhibition; higher % means a stronger effect. one-dose inhibition, % at 25 µM; IC50 in µM for titrated hits. actives 0.39% (n = 320,000); in the data active = a potency from the dose series; inconclusive = inhibition mostly from about 82% at the one dose, without a potency; inactive = the rest, 99 in 100 with inhibition below about 76%;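 note: plate controls were DMSO cells for no effect and high antibiotic wells for full effect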
H37Rv inhibition = M. tuberculosis growth inhibition, HTS (AID 449762) | M. tuberculosis H37Rv growth inhibition, 7H9 media; higher % means a stronger effect | inhibition, % at 25 µM, or IC50 in µM where a hit was titrated | actives 0.59% (n = 330,000); in the data active = a potency from the dose series; inconclusive = inhibition above about 70% without an active follow-up result;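 note: bacterial growth assessed after seven days of incubation; strong numbers were not always called active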
H1N1 NS1A inhibition = H1N1 influenza NS1A inhibitors, functional cell based assay (AID 504329); actives 0.3% (n = 340,000); inhibition, % at 12.5 µM, or IC50 in µM where a hit was titrated; NS1A functional cell-based assay, percent inhibition; higher % means a stronger effect; in the data active = a potency from the dose series; inconclusive = inhibition above about 27% without an active follow-up result; note: strong numbers were not always called active
inhibitors of VEEV = inhibitors of VEEV TC-83 cytopathic effect, confirmation, Vero cells (AID 588727). inhibition, % at 20 µM, or IC50 in µM where a hit was titrated. actives 0.13% (n = 350,000). Vero cells, VEEV TC-83 cytopathic effect inhibition; higher % means a stronger effect; in the data active = a potency from the dose series; inconclusive = inhibition mostly from about 14% at the one dose, without a potency; inactive = the rest, 99 in 100 with inhibition below about 12%; note: strong numbers were not always called active
inhibitors of VEEV 10K pilot screen = also measured in inhibitors of VEEV; calls as there; inhibition, %; measured here: 10K pilot screen inhibition
Active calls of the source: *; i = inactive; ? = inconclusive; . = not tested or not shown. Hits appear at their usual frequency, and some 1.6% of all compounds hit somewhere here.

SMILES	Salmonella PhoP GFP	tuberculosis growth	H37Rv inhibition	H1N1 NS1A inhibition	inhibitors of VEEV	others
CCCCCCCCCCCCN1[C@@H](CC(=O)OC)c2cc(F)cc(F)c2S1(=O)=O	7%	3%	5%	5%	i
On1nnc2ccc3ccccc3c21	-2%	-15%	9%	-9%	0.4%
Clc1ccc(-c2nnc3n2CCCC3)cc1	-9%	-5%	-6%	3%	1.8%
O=C(NCc1ccccc1)c1ccc2nc(-c3ccco3)c(-c3ccco3)nc2c1	14%	66%	1%	2%	1.8%
Cc1cc(-c2ccc(Cl)cc2Cl)c(C#N)c(=O)[nH]1	5%	25%	1%	-7%	0.6%
CCc1ccc2[nH]c(=O)c(C(c3nnnn3Cc3ccc(OC)cc3)N3CCOCC3)cc2c1 (stereo unspecified)	5%	-8%	3%	-16%	0.4%
COc1ccc(Cc2nc3ccc(C(=O)NCCSC)cc3o2)cc1	3%	?	2%	1%	0.8%
N#CC(C(=O)NC1CC1)c1nc2ccccc2nc1N1CCN(C/C=C/c2ccccc2)CC1 (stereo unspecified)	6%	22%	-4%	-5%	5.8%
O=C(O)c1c(C(=O)N2N=C3/C(=C/c4ccccc4)CCCC3C2c2ccccc2)cccc1[N+](=O)[O-] (stereo unspecified)	4%	19%	48%	-2%	1.8%
CC(=O)NC(Cc1ccc(C)cc1)C(=O)NC1CCN(C(=O)c2ccc([N+](=O)[O-])cc2)CC1 (stereo unspecified)	-2%	-4%	-2%	-9%	0.0%
CCC(C)NC(=O)C1CCN(S(=O)(=O)N2CCC3(CC2)OCCO3)CC1 (stereo unspecified)	-1%	15%	0%	-14%	2.4%
CCCc1ccc2oc(C(=O)N3CCC(N4CCCC(O)C4)CC3)c(C)c2c1 (stereo unspecified)	-4%	10%	28%	7%	2.8%
FC(F)(F)c1cc(NC2CCCCC2)ccn1	-4%	10%	5%	24%	0.2%
CN(C)c1cc[n+](/C(C(=S)Nc2ccc(SC(F)F)cc2)=C(/[O-])c2ccccc2)cc1	-7%	8%	-2%	9%	1.5%
CC(C)c1ccc(C2(C)NC(=O)N(CC(=O)NCC3COc4ccccc4O3)C2=O)cc1 (stereo unspecified)	.	36%	1%	-12%	0.7%
COc1cccc(CN2CCNC(=O)C2CC(=O)NC2Cc3ccccc3C2)c1 (stereo unspecified)	-6%	-16%	-2%	9%	0.7%
COC(=O)c1cccc(NC(=O)CSc2nnc(-c3ccco3)o2)c1	-4%	-12%	-5%	12%	0.6%
COC(=O)c1cccc(NC(=O)/C(=C\c2ccccc2)NC(=O)c2ccccc2Cl)c1	11%	-16%	-4%	2%	?
CC1(C)Oc2ccc(C(=O)NN)cc2NC1=O	-10%	9%	1%	-5%	3.2%
COc1ccc(NC(=O)c2ccc(-c3ccc(C)c4ccccc34)o2)cc1	2%	18%	49%	-4%	0.4%	inhibitors of VEEV 10K pilot screen=2.2
CC1CCN(C(=O)CSc2ccc(-c3ccccc3)nn2)CC1	8%	5%	9%	8%	1.0%
Nn1c(SCc2ccccc2)nc2c(cnn2-c2ccccc2)c1=O	-10%	63%	6%	-10%	0.9%
CC(C)C[C@H](NC(=O)C1CC(=O)N(c2ccc3c(c2)OCCO3)C1)C(=O)N1CCCCC1 (stereo partly specified)	0%	1%	-4%	-34%	0.7%
COc1cccc(C(=O)NC(=S)Nc2ccc(Cl)cc2C(=O)O)c1	-6%	66%	-9%	0%	7.1%
CCc1c(O)nc(SCC(=O)Nc2ccccc2OC)n(-c2ccccc2C)c1=O	-2%	14%	4%	7%	0.5%

Remaining list, next part:
SMILES	Salmonella PhoP GFP	tuberculosis growth	H37Rv inhibition	H1N1 NS1A inhibition	inhibitors of VEEV	others
O=C(NC1CCCN(C2Cc3ccccc3C2)C1)c1ccc(F)cc1Cl (stereo unspecified)	-1%	-8%	0%	2%	i
CCOC(=O)CSc1nnc([C@H](CC(C)C)NC(=O)OC(C)(C)C)o1	.	.	.	-2%	1.4%
COc1ccccc1N1CCN(C(=O)C(C)CS(=O)(=O)c2ccc3c(c2)NC(=O)CS3)CC1 (stereo unspecified)	-2%	-2%	2%	10%	2.0%
O=C(NNC(=O)c1ccccc1O)c1ccc(NS(=O)(=O)c2ccc(F)cc2)cc1	6%	-2%	13%	3%	1.9%
CC(C)N(CCNCC(O)COc1ccc(C(C)(C)c2ccccc2)cc1)C(C)C (stereo unspecified)	-17%	?	61%	14%	0.1%
O=C1CC2C(CCC23OCCO3)c2ccc3ccccc3c21 (stereo unspecified)	.	.	.	-2%	1.3%
CCCc1cc(=O)[nH]c(SCc2csc(-c3ccccc3)n2)n1	-3%	17%	6%	-8%	1.0%
Cc1ccc(Cn2ncc(C)c2N)o1	-11%	-4%	-2%	5%	0.8%
COc1ccc(OC)c(C2C(C(=O)c3cc4ccccc4o3)=C(O)C(=O)N2c2cc(C)on2)c1 (stereo unspecified)	3%	61%	0%	1%	2.4%
N#CCC(=O)Nc1ccc(C(=O)OCC(=O)C23CC4CC(CC(C4)C2)C3)cc1	-1%	24%	?	-5%	4.7%
COc1ccc([N+](=O)[O-])cc1C(=O)Nc1ccc(Cc2ccncc2)cc1	3%	32%	3%	-10%	1.5%
Oc1ccc(C[C@@H]2CNCCN2CCc2cccc3ccccc23)cc1	5%	43%	53%	22%	7.8%
CC[C@]12c3[nH]c4ccccc4c3CCN1C(=O)C(CC(=O)NCCCN(C)C)C[C@@H]2C(=O)N1CCN(C(=O)C2CC2)CC1 (stereo partly specified)	.	-7%	-6%	0%	i
O=C(Nc1ccc(-n2cnnn2)cc1)c1cn2ccccc2n1	5%	-2%	7%	-5%	2.2%
COc1ccccc1N1CCN(C2CCCN(C(=O)COc3ccccc3Cl)C2)CC1 (stereo unspecified)	.	.	.	8%	6.4%
COc1ccccc1NC(=O)NNC(=O)CCN1CCOCC1	2%	-27%	-2%	0%	4.2%
Cc1cc(C(=O)NCCCc2ccccc2)no1	-13%	69%	-2%	1%	0.3%
CC(C)(C)c1ccc(C(=O)Nc2ccc(Cl)cc2)cc1	-4%	17%	-7%	16%	i
Cc1nc(C(=O)N2CCCC(Nc3ccc(C)c(C)c3)C2)cs1 (stereo unspecified)	-2%	11%	5%	8%	0.3%
COc1ccc(N(Cc2cc3cc(OC)ccc3[nH]c2=O)S(C)(=O)=O)cc1	-6%	3%	1%	0%	3.6%
O=C(NC12CC3CC(CC(C3)C1)C2)N1CCC(O)CC1	-1%	-7%	-6%	-3%	1.0%
C/C=C/c1ccc(OCC(=O)OCC(=O)Nc2c(C)nn(-c3ccccc3)c2C)c(OC)c1	-2%	-8%	-4%	-12%	2.1%
Cc1cccc(N2C(=S)NC3c4cc(Cl)ccc4OC2(C)C3C(=O)N(C)C)c1 (stereo unspecified)	-2%	28%	-2%	0%	4.9%
Cc1ccc(/C=C2\SC(=S)N(CCC(=O)NCCCN3CCOCC3)C2=O)cc1	4%	.	-4%	-4%	5.1%
CCn1c(SCC(=O)Nc2cccc(C)n2)nnc1-c1ccco1	-6%	-7%	-12%	10%	1.1%

A draw from above in order of number of heavy atoms, rising:
SMILES	Salmonella PhoP GFP	tuberculosis growth	H37Rv inhibition	H1N1 NS1A inhibition	inhibitors of VEEV	others
Cc1ccc(Cn2ncc(C)c2N)o1	-11%	-4%	-2%	5%	0.8%
O=C(NC1CCCN(C2Cc3ccccc3C2)C1)c1ccc(F)cc1Cl (stereo unspecified)	-1%	-8%	0%	2%	i
CC(C)N(CCNCC(O)COc1ccc(C(C)(C)c2ccccc2)cc1)C(C)C (stereo unspecified)	-17%	?	61%	14%	0.1%

The results go on.
SMILES	Salmonella PhoP GFP	tuberculosis growth	H37Rv inhibition	H1N1 NS1A inhibition	inhibitors of VEEV	others
CCOCCCNC(=S)N1CCN(Cc2ccc3c(c2)OCO3)CC1	-6%	10%	-1%	-2%	0.4%
Cc1ccc(N=C2SC(C(=O)O)CC(=O)N2C)cc1C (stereo unspecified)	9%	-12%	-13%	-3%	1.1%
O=C(CN(C(=O)CCC(=O)Nc1nccs1)c1ccc2c(c1)OCO2)NCC1CCCO1 (stereo unspecified)	4%	-6%	4%	-5%	5.6%
CCOc1ccc2nc(SCc3cccc(C)c3)nc(C)c2c1	-3%	9%	-7%	-2%	i
N/C(Cc1cccs1)=N\OC(=O)COc1ccccc1	-7%	57%	7%	-4%	1.3%
NS(=O)(=O)c1ccc(NC(=O)CCC2CCCCC2)cc1	6%	0%	-3%	8%	1.0%
O=C(NNC(=O)c1ccc2nonc2c1)Nc1ccc(Cl)cc1	11%	-17%	-5%	.	0.8%
N#C/C(=C\c1ccco1)C(=O)Nc1cccc2ncccc12	0%	26%	2%	-6%	0.7%	inhibitors of VEEV 10K pilot screen=2.0
O=C1CCC([N+](=O)[O-])C(c2ccc(C(F)(F)F)cc2)N1 (stereo unspecified)	-4%	-26%	-3%	0%	1.4%
O=C(CCc1nc2ccccc2c(=O)[nH]1)Nc1cc(Cl)ccc1N1CCCCC1	.	25%	-5%	-15%	i
O=C(CCc1c[nH]c2ccccc12)NCc1ccc2c(c1)OCO2	11%	.	4%	4%	2.5%
O=C(COC(=O)CSc1ccc(Cl)cc1)Nc1ccccc1	.	56%	1%	9%	0.2%
CC1=[N+](C)N(c2ccccc2)C(=O)C1N=Cc1c(Cl)cccc1Cl (stereo unspecified)	1%	-8%	0%	-6%	i
CCCCC1CC(=O)NC1(C(=O)OCC)C(=O)OCC (stereo unspecified)	.	.	.	3%	1.9%
COc1ccccc1NC(=O)C1CCCN(c2cc(C)nc3ncnn23)C1 (stereo unspecified)	-5%	8%	-5%	12%	0.3%
CC(C)NC(=O)c1onc(CSc2ccc(F)cc2)c1C(=O)O	7%	21%	?	-9%	i	inhibitors of VEEV 10K pilot screen=0.1
CCCC/C=C/C(NC(=O)c1ccc(-c2ccccc2)cc1)c1ccccc1 (stereo unspecified)	0%	-4%	-2%	-8%	0.7%
CCNC(=S)N(CCc1ccccc1C)Cc1cc2cc(OC)c(OC)cc2[nH]c1=O	-6%	38%	7%	5%	4.1%
O=C(CN1CCSc2ccccc21)NCCCc1ccccc1	0%	50%	40%	13%	i
CSc1cccc(NC(=S)N(Cc2ccccc2)Cc2ccccn2)c1	4%	15%	2%	-3%	1.6%
CC1(C(=O)N2CCN(c3ccccc3)CC2)CC1(Cl)Cl (stereo unspecified)	10%	9%	-1%	-8%	1.2%
COc1ccccc1NS(=O)(=O)c1cc(Cl)ccc1OC	3%	3%	0%	1%	2.2%
Cc1c(C(=O)Oc2cccc3cccnc23)cccc1[N+](=O)[O-]	-14%	?	?	-9%	1.6%
CCOC(=O)N1CCN(C(=O)C2CCN(S(=O)(=O)c3ccc(Br)s3)CC2)CC1	3%	1%	-3%	-17%	0.3%
CCOC(=O)CSc1nn(C)c(=S)s1	3%	-12%	0%	2%	1.4%

(cont.)
SMILES	Salmonella PhoP GFP	tuberculosis growth	H37Rv inhibition	H1N1 NS1A inhibition	inhibitors of VEEV	others
O=C(CCC(=O)Nc1ccccc1Cl)NNC(=O)c1ccco1	-4%	-23%	-8%	-8%	0.3%
O=C(Nc1cccc(F)c1)Nc1ccc2c(c1)OCO2	-4%	1%	-2%	6%	0.4%
COc1cc(C)nc(N2CCC(C(=O)NC3CCCCC3)CC2)n1	-10%	-7%	0%	-4%	0.5%
O=Nc1c(-c2c(O)[nH]c3cc(Br)ccc23)[nH]c2ccccc12	9%	55%	?	7%	i
COC(=O)c1ccc(=O)n(Cc2ccc3c(c2)OCO3)c1	0%	-2%	-2%	9%	0.7%
Cc1c(C(=O)Nc2ccc(C(=O)Nc3ccccc3)cc2)cccc1[N+](=O)[O-]	-3%	-2%	1%	6%	0.7%
Cc1sc2nc(C(C)Nc3ccccc3N3CCOCC3)[nH]c(=O)c2c1C (stereo unspecified)	-4%	?	22%	-7%	8.6%
CS(=O)(=O)c1cccc(S(=O)(=O)N2CCN(c3ccccn3)CC2)c1	0%	8%	-10%	-5%	0.7%

By substructure, the compounds so far with a tert-butyl group
SMILES	Salmonella PhoP GFP	tuberculosis growth	H37Rv inhibition	H1N1 NS1A inhibition	inhibitors of VEEV	others
CCOC(=O)CSc1nnc([C@H](CC(C)C)NC(=O)OC(C)(C)C)o1	.	.	.	-2%	1.4%
CC(C)(C)c1ccc(C(=O)Nc2ccc(Cl)cc2)cc1	-4%	17%	-7%	16%	i

Fetched by structure from the entries so far:
SMILES	Salmonella PhoP GFP	tuberculosis growth	H37Rv inhibition	H1N1 NS1A inhibition	inhibitors of VEEV	others
CS(=O)(=O)c1cccc(S(=O)(=O)N2CCN(c3ccccn3)CC2)c1	0%	8%	-10%	-5%	0.7%
O=C(Nc1cccc(F)c1)Nc1ccc2c(c1)OCO2	-4%	1%	-2%	6%	0.4%
Cc1sc2nc(C(C)Nc3ccccc3N3CCOCC3)[nH]c(=O)c2c1C (stereo unspecified)	-4%	?	22%	-7%	8.6%
